# Assay outcomes (PubChem BioAssay)
# FXIIa inh = blocks human coagulation factor XIIa protease activity; purified FXIIa, Boc-QGR-AMC fluorogenic substrate, 2 h; inhibition, % at 5 µM; actives 0.3% (n = 220,000); in the data active means inhibition above about 40%;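 further: 0% = enzyme with no compound and 100% = blank without enzyme; many of its hits are not listed in these tables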
# MDM2 E3 inh = Mdm2 E3 ligase (human) inhibition | cell-based MDM2 ubiquitination luciferase reporter, 2 h; 0 = plate control, 100 = twice control, blank-subtracted | signal enhancement, % at 5 µM | actives 0.11% (n = 210,000) | AID 1230;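 active means signal enhancement of 30% or more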;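 further: luminescence tracks abundance of the self-degrading MDM2-luciferase fusion protein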
#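 Material: stable MDM2–luciferase fusion reporter cells / Quantity: 2000 cells/well / Dosing: single 5 µM compound dose, 0.2% final DMSO / Buffer or medium: DMEM / Schedule: 4 h cell settling then 2 h compound exposure, 37 °C / Detection: luminescence with SteadyLite reagent, 15 min at room temperature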
# Wee1 degr inh = blocks degradation of human Wee1 kinase; actives 1.2% (n = 220,000); reporter increase, % at 5 µM; AID 1321; HeLa Luc-Wee1K328M stability, luciferase luminescence; 100% = proteasome inhibitor MG132 effect;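 active means activation above the mean of all tested compounds plus 3 SD, set per screening run, cut at about 8.8% in these data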;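 further: cells exposed to compound for 20 h before luminescence read; 0% = DMSO alone and 100% = MG132 at 30 µM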
# eIF4E 4G PPI = eIF4E/eIF4G interaction inhibition in translation initiation; inhibition, % at 21.7 µM; actives 0.37% (n = 220,000); AID 782; TR-FRET eIF4E-eIF4GI(517-606) binding, 2 h;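 active means inhibition above about 30%, limit read from the data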;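 further: 0% = full FRET control wells and 100% = background wells lacking eIF4GI fragment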
# 14-3-3 Bad PPI = disrupts binding of bovine 14-3-3 zeta to phospho-Bad peptide; TR-FRET 14-3-3zeta/Dy647-pBad peptide displacement, 1 h; P63103; AID 781; actives 0.71% (n = 220,000); inhibition, % at 21.7 µM;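 active means inhibition above about 70%, limit read from the data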;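 further: 0% = full 14-3-3 plus peptide FRET controls and 100% = background without 14-3-3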
# FXIa inh = blocks human coagulation factor XIa protease activity. inhibition, % at 5 µM. P03951. purified FXIa, Boc-Glu-Ala-Arg-AMC fluorogenic substrate. actives 0.14% (n = 220,000);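 active means inhibition of at least 40%; inactive means inhibition below 40%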;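 further: fluorescence of freed AMC excited at 355 nm; 0% = enzyme without compound and 100% = no enzyme blank; many of its hits are not listed in these tables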
# KLK5 inh = blocks human kallikrein 5 protease activity | Q9Y337 | AID 873 | recombinant hK5, fluorogenic AMC substrate cleavage | inhibition, % at 5 µM | actives 0.59% (n = 210,000);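 active means inhibition of 40% or more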;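 further: 0% = enzyme controls without compound and 100% = no-enzyme blanks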
# Target sequence (Q9Y337 67-293 limits assumed): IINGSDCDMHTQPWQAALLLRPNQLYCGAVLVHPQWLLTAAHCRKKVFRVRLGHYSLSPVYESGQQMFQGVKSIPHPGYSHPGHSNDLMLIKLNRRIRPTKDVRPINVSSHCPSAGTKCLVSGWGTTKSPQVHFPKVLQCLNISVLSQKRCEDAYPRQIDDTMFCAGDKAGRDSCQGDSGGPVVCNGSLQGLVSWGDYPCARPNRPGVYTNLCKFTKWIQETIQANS
# p97 ATPase inh = inhibitors of human p97 ATPase; AID 1481; actives 0.42% (n = 220,000); recombinant p97 ATPase, Kinase-Glo ATP luminescence, 3 h; inhibition, % at 8 µM; P55072; in the data active means inhibition above about 15%;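 further: 0% = DMSO vehicle and 100% = wells lacking enzyme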
# Target sequence (P55072 whole entry, looked up): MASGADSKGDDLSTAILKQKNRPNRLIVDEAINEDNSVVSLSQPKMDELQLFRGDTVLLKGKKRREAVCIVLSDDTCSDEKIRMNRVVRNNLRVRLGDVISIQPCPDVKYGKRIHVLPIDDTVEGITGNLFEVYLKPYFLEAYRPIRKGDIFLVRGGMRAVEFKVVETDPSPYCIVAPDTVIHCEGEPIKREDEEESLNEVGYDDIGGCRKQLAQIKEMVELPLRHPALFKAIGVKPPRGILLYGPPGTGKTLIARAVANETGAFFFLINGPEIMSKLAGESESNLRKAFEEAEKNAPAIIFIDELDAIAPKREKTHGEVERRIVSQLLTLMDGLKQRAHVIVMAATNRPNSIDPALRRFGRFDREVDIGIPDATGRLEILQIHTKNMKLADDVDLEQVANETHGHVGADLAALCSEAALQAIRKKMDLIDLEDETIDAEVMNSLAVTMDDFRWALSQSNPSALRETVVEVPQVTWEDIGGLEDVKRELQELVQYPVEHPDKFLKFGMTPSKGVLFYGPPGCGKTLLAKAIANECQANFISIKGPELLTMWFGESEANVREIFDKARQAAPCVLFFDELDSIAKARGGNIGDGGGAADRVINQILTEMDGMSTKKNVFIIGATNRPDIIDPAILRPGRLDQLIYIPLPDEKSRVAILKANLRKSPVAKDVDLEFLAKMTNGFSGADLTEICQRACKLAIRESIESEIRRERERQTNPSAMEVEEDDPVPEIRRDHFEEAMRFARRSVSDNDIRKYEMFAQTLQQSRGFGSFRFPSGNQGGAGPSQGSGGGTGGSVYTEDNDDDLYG
# Rad51 HR inh = blocks human Rad51 in homologous recombination; inhibition, % at 10 µM; AID 1385; Q06609; actives 0.085% (n = 200,000); hRad51 DNA strand exchange, fluorescence dequenching;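 active means inhibition above 40% at the single screening dose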;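 further: 0% = DMSO control wells and 100% = blanks with heterologous ssDNA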
#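 Test system: preformed human Rad51 ssDNA filaments; also added: Donor/quencher-labelled 47-bp dsDNA substrate; doses: 10 µM final, single point; times: 37 °C 15-min filament assembly, 30-min compound preincubation, 15-min exchange; detection: FRET fluorescence dequenching, excitation 485 nm, emission 520 nm; read-out basis: Fluorescence-based percent inhibition, control- and blank-normalised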
# An asterisk follows results filed as active; · = no result given; [ ] = another dose, or the depositor's remark.
no.	Compound	FXIIa inh	MDM2 E3 inh	Wee1 degr inh	eIF4E 4G PPI	14-3-3 Bad PPI	FXIa inh	KLK5 inh	p97 ATPase inh	Rad51 HR inh
1	COc1cccc(CCc2nnc(CCC(=O)NC(C)c3c(C)nn(C)c3C)o2)c1 (stereo not drawn)	3	-1	-1	-2	-12	-3	-1	4	13
2	Cc1ccc(-c2csc(N3CCC(C(N)=O)(N4CCCCC4)CC3)n2)cc1	-4	-5	-2	2	-1	-10	-2	2	-3
3	CCOC(=O)c1c(NC(=O)CSc2nnc(CNC(=O)c3ccco3)n2C)sc2c1CCC2	21	11	2	-9	4	2	-10	10	3
4	Cn1c(SCCCC(=O)c2ccc(F)cc2)nnc1-c1ccncc1	8	-6	1	2[fluorescence artefact?]	0	-1	2	1	1
5	CCO[C@H]1OC(C(=O)N2CCN(Cc3ccc4c(c3)OCO4)CC2)=C[C@@H](C)[C@@H]1CCCO	-1	·	2	3	7	-3	-2	1	8
6	COc1ccccc1CNC(=O)C1CC(c2cccc([N+](=O)[O-])c2)=NO1 (stereo not drawn)	7	-11	-1	3	4	2	-14	4	-3
7	Cc1nn(-c2ccccc2)c(Cl)c1/C=N/NC(=O)c1cccc(S(=O)(=O)N2CCCC2)c1	0	8	-4	10	1	-1	-31	-1	7
8	CCOC(=O)CSc1nc(C)c2ccccc2n1	11	-11	-2	-2	6	-1	3	8	6
9	CCOc1cc(/C=C(\C#N)C(N)=O)ccc1OCc1c(C)no[n+]1[O-]	7	-1	1	-2	-11	-5	-13	1	10
10	COC(=O)c1ccc(CS(=O)(=O)c2ccccc2C)o1	20	4	-1	4	11	3	-4	-5	-4
11	CC(C)c1ccc(/C=C/C(=O)CCC(=O)O)cc1	4	0	5	-1	-5	-1	-2	5	5
12	CCOC(=O)CNC(=O)C(NC(=O)C1CCC(C)CC1)C(C)CC (stereo not drawn)	2	13	1	1[fluorescence artefact?]	-5	0	2	-7	-5
13	CCC(C)(C)NC(=O)C1CCCN1C(=O)NC1CCCCC1 (stereo not drawn)	8	-14	2	1	-7	0	3	4	-1
14	CCn1nnnc1SCC(=O)Nc1cccc(C)n1	18	3	1	6	-18[fluorescence artefact?]	8	-4	0	-10
15	C=CCN(C(=O)COc1ccccc1)c1nnc(-c2ccncc2)s1	13	-8	1	1	3	2	-2	2	-1
16	CC(C)CN(CCCNC(=O)CN1C(=O)CSc2ccc(S(=O)(=O)N3CCOCC3)cc21)CC(C)C	4	-19	-1	-12	-2	5	-25	-5	-1
17	O=C(O)c1ccccc1NC(=O)C1CCCO1 (stereo not drawn)	12	-8	-2	3[fluorescence artefact?]	43[fluorescence artefact?]	6	-16	1	-3
18	COc1cccc(C2C3CN(C)CC=C3C(C#N)=C(N)C2(C#N)C#N)c1OC (stereo not drawn)	13	0	-1	18	-14	4	-24	0	·
19	CCOC(=O)C(=CNc1cc(C)ccc1[N+](=O)[O-])C(=O)OCC	4	-12	3	4	-2	3	-7	-6	12
20	COc1ccccc1NC(=O)c1cc(Cl)ccc1NC(=O)c1ccco1	10	-3	-1	1	-5	8	0	2	5
21	Cn1c(=O)c2c(nc(N3CCCCCC3)n2Cc2cccc3ccccc23)n(C)c1=O	4	7	9	5	12	-2	0	2	·
22	O=C(O)CSCC(=O)NCc1c(Cl)cccc1Oc1ccccc1	2	-11	2	-4	0	-4	-3	0	7
23	COc1ccccc1N1CCN(C(=O)c2ccc(S(=O)(=O)N3CCCC3)cc2)CC1	-10	-24	-2	3[fluorescence artefact?]	13[fluorescence artefact?]	-1	-2	-4	0
24	Cc1cc(C)cc(-n2nnnc2SCC(=O)N2CCOCC2)c1	17	-4	0	1	-1[fluorescence artefact?]	9	-1	5	-2
25	COc1cc(/C=N/NS(=O)(=O)c2ccc(C)cc2)ccc1OCc1cccc(C(=O)O)c1	3	-7	0	0	5	-2	14	7	2
26	COc1ccc(/C=N\NC(=O)COc2ccc(Cl)cc2Cl)c(C(=O)O)c1OC	22	-10	-3	0	-1	17	10	1	-8
27	Cn1cccc1P(=O)(c1cccn1C)c1cccn1C	13	-18	-2	-9	-20[fluorescence artefact?]	2	-23	-5	-3
28	COc1ccc(S(=O)(=O)N2CCN(S(=O)(=O)c3ccc4c(c3)OCCO4)CC2)cc1	10	-6	-2	-42[fluorescence artefact?]	-2[fluorescence artefact?]	4	-18	8	-11
29	[O-]/[N+](=C\c1ccncc1)c1ccccc1	6	-18	1	0	-17	2	11	-5	·
30	COc1ccc(Cn2c(SC)nc3ccccc32)cc1[N+](=O)[O-]	17	-4	1	-3	10	0	4	4	5
31	O=C(NNC(=O)c1cc2cc(Br)ccc2oc1=O)c1ccc(O)cc1O	-1	-18	6	-6	-8	-1	-26	19*	-1
32	Cc1cc(C)n(-c2nc(NC(C)(C)C)nc(NC(C)(C)C)n2)n1	6	0	4	-4	-4	-6	-35	3	3
33	COc1ccccc1-c1cc(C(F)(F)F)nc(S(=O)(=O)CCCC(=O)Nc2cc(C)on2)n1	10	10	-1	-4	-3	5	4	4	0
34	COc1cccc(OCCNc2cc(N3CCCCC3)ccc2[N+](=O)[O-])c1	19	4	-2	-9	-6	2	-12	3	1
35	O=C(O)c1ccc(Cl)cc1NC(=O)C1CCCO1 (stereo not drawn)	8	-23	3	-2[fluorescence artefact?]	48	-3	-15	6	-3
36	Cc1onc(-c2c(F)cccc2Cl)c1C(=O)ONC(=O)c1ccccc1	8	-2	1	2	3	5	1	-1	19
37	CCCCn1c(SCC(=O)N2CCC(C)CC2)nc2ccsc2c1=O	-6	-18	3	5	3	0	3	2	-6
38	CS(=O)(=O)N1N=C(c2ccco2)CC1c1ccccc1 (stereo not drawn)	7	-7	2	4	-1	1	-3	7	1
39	O=C(O)C1C2C=CC3(CN(Cc4ccncc4)C(=O)C13)O2 (stereo not drawn)	-4	-8	7	1	5	-4	-28	-1	-1
40	COc1ccc(-c2nc(-c3ccccc3)no2)c(OC)c1	25	-28	-1	-4	0	12	-7	-9	7
41	Cc1nc(/C(N)=N/OC(=O)c2c(-c3ccccc3Cl)noc2C)cs1	13	-2	1	-7	-4	2	5	8	·
42	COc1ccc(-c2cc(C(F)(F)F)nc(SCCC(=O)NCc3ccco3)n2)cc1	12	-16	1	3	1	5	14	-2	0
43	COc1ccc(OC)c2[nH]c(=O)c(CCNC(=O)COc3ccccc3)cc12	6	-7	0	3	-5	-6	1	-3	·
44	COc1ccccc1NC(=O)C/C(C)=N/NC(=O)COc1c(Br)cc(Br)cc1OC	1	6	3	-3	-23	-5	-9	2	15
45	O=C(CSc1n[nH]c(-c2ccccc2)n1)Nc1ncccn1	8	-2	0	-3	-20	-5	-1	1	-11
46	COc1cnc(-c2ccccn2)nc1Sc1cccc(Cl)c1	-13	-16	-1	-2	-4[fluorescence artefact?]	-8	-8	1	1
47	CCc1nccn1S(=O)(=O)c1cccc([N+](=O)[O-])c1	11	5	1	3	-13	6	-5	7	·
48	COc1ccc(OC)c(NC(=O)CSc2nnc(Cn3nnc4ccccc43)n2C)c1	11	-14	-2	3[fluorescence artefact?]	7[fluorescence artefact?]	0	-6	1	-4

# Among those listed so far, five contain a nitro group on carbon:
no.	Compound	FXIIa inh	MDM2 E3 inh	Wee1 degr inh	eIF4E 4G PPI	14-3-3 Bad PPI	FXIa inh	KLK5 inh	p97 ATPase inh	Rad51 HR inh
6	COc1ccccc1CNC(=O)C1CC(c2cccc([N+](=O)[O-])c2)=NO1 (stereo not drawn)	7	-11	-1	3	4	2	-14	4	-3
19	CCOC(=O)C(=CNc1cc(C)ccc1[N+](=O)[O-])C(=O)OCC	4	-12	3	4	-2	3	-7	-6	12
30	COc1ccc(Cn2c(SC)nc3ccccc32)cc1[N+](=O)[O-]	17	-4	1	-3	10	0	4	4	5
34	COc1cccc(OCCNc2cc(N3CCCCC3)ccc2[N+](=O)[O-])c1	19	4	-2	-9	-6	2	-12	3	1
47	CCc1nccn1S(=O)(=O)c1cccc([N+](=O)[O-])c1	11	5	1	3	-13	6	-5	7	·

# Other results
no.	Compound	FXIIa inh	MDM2 E3 inh	Wee1 degr inh	eIF4E 4G PPI	14-3-3 Bad PPI	FXIa inh	KLK5 inh	p97 ATPase inh	Rad51 HR inh
49	COc1ccc(C2COC(=O)C2=N)c(NC(=O)c2ccccc2)c1 (stereo not drawn)	11	-5	-2	-1	-16	8	-8	1	·
50	O=S(=O)(NC(=S)NC1CCCCC1)c1ccc(Cl)cc1	5	-13	4	-1	0	0	·	1	·
51	O=C(COc1ccc(Cl)cc1Cl)NN1C(=O)C2C3C=CC(C3)C2C1=O (stereo not drawn)	8	-3	-4	1	-1	-2	-3	6	0
52	O=C(CC1SC(=Nc2cccc3ccccc23)N(Cc2ccccn2)C1=O)Nc1ccccc1Br (stereo not drawn)	-1	-3	3	-21	8	-9	-9	-7	13
53	Cc1nn(C)c(Oc2cccc(Cl)c2)c1C(=O)O	3	-16	2	·	·	4	-2	2	5
54	CCCCN1CC(C(=O)NC2CCCCC2)CC1=O (stereo not drawn)	19	-6	0	-4	-1	-23	4	1	6
55	COc1ccc(/C=C(\C#N)C(=O)N=CN(C)C)cc1	-3	1	-2	-4	-3	0	-3	-4	-1
56	COc1ccc(S(=O)(=O)N(C)CC(=O)NC2CCCCC2)cc1OC	3	-5	3	-1	1	1	-8	-2	9
57	O=C(COc1ccc(Cl)cc1Cl)NCCC1=CCCCC1	0	-16	0	1	11	1	5	0	-3
58	CCN1CCN(Cc2ccc(NC(=O)c3cc(NC(=O)c4cc5cccc(OC)c5o4)cc(OC)c3)cc2C(F)(F)F)CC1	5	5	·	19	36	0	-1	·	-3
59	Cn1c(SCc2nnc(-c3ccccc3Br)o2)nc2sc3c(c2c1=O)CCC3	-12	-9	3	-47[fluorescence artefact?]	-16	3	-4	-1	-6
60	O=c1cc(-c2ccccc2)[nH]n1-c1ccc([N+](=O)[O-])cc1	15	-10	1	-2	5	5	4	3	-1
61	COc1ccc(CN=Cc2c(C(=O)O)[nH]c3ccccc23)cc1	4	-17	-4	3	14	-4	·	5	·
62	Cc1ccc([N+](=O)[O-])c(OCC(=O)OCC(=O)c2ccccc2)c1	7	-15	0	-1	-2	-2	12	-1	-2
63	O=C(c1cc(-c2ccncc2)nc2ccc(Cl)cc12)N1CCN(Cc2ccc3c(c2)OCO3)CC1	-8	-25	-2	-3	-4	-7	-23	1	4
64	CCC(C)(C)NC(=O)c1ccc(S(=O)(=O)N(C)c2ccccc2OC)cc1	2	-4	2	0	5	2	5	-4	-5
65	Nc1c(C(=O)NCCN2CCOCC2)c2nc3ccccc3nc2n1CCc1ccccc1	5	-8	-3	-2[fluorescence artefact?]	-2	2	-107	4	6
66	CC(C)c1nc2oc3c(=O)[nH]cnc3c2c2c1CCC2	8	-3	-2	-1	19	1	-11	-6	-1
67	CCOC(=O)c1cnc2ccc(C)cc2c1NCCO	5	2	7	4	1[fluorescence artefact?]	1	-5	4	-8
68	CCC(=O)N1N=C(c2ccc(NS(=O)(=O)CC)cc2)CC1c1ccc(C)cc1 (stereo not drawn)	7	-18	3	2	-1	-3	-29	3	-4
69	CCC(=O)N1CC23C=CC(CC2CC12CCCCC2)O3 (stereo not drawn)	5	-9	-2	6[fluorescence artefact?]	-1[fluorescence artefact?]	0	1	-3	3
